GPR55 beta-arrestin = selective activators of receptor GPR55 – imaging, U2OS cells, beta-arrestin-GFP redistribution, primary screen (AID 1961); 0.048% of 290,000 active; U2OS GPR55 beta-arrestin-GFP redistribution imaging; higher % means a stronger effect; activation, % at 10 µM, or EC50 in µM where a hit was titrated;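 active means activation above 40% with more than 50 cells counted in the well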;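 further: U2OS osteosarcoma cells stably expressing GPR55 and beta-arrestin-GFP; plate controls were DMSO negative control for no effect and LPI positive control for full effect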
West Nile virus CPE = West Nile virus antiviral activity, cell-based, CPE readout (AID 1621); West Nile virus-infected cells, CPE inhibition; higher % means a stronger effect; one-dose CPE inhibition, % at 10 µM; IC50 in µM for titrated hits; 0.02% of 290,000 active; in the data active means a potency from the dose series; further: strong numbers were not always called active
GPR55 LPI antagonism = inhibition of LPI-stimulated GPR55 beta-arrestin translocation – imaging, U2OS, beta-arrestin-GFP, LPI agonist, primary screen (AID 2013); U2OS GPR55 beta-arrestin-GFP translocation imaging, LPI antagonism; higher % means a stronger effect; inhibition, % at 10 µM, or IC50 in µM where a hit was titrated; 0.13% of 290,000 active;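 active means spots per cell inhibited over 60%, with over 100 cells counted and total cytoplasm intensity under 500,000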;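 further: U2OS cells stably carrying GPR55 and arrestin-GFP stimulated by 5 µM LPI near EC80; imaged beta-arrestin-GFP aggregate spots per cell after agonist stimulation; plate controls were LPI-stimulated DMSO wells for no effect and DMSO wells without LPI for full effect; some results filed as inactive read as strong as hits; confirmed hits need IC50 under 10 µM and bright autofluorescent wells are also inconclusive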
T cell HTS = T cell immune modulators affecting CD8 T cell-vesicle binding | 2C CD8+ T cell-vesicle binding, flow cytometry; stronger effect = lower value | calls only at 7 µM | 0.068% of 330,000 active | AID 2052;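 active means response, share of CD8 T cells binding vesicles, and their 90th percentile fluorescence all below set limits, cut at about 80% in these data, passing the limit was not always enough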
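Read-out – percent CD8+ FL2 mean versus row control · System – murine 2C transgenic CD8+ T lymphocytes · Times – 1.5 h cell–vesicle binding at 37 °C, then 20 min icy labelling · Control set – naked vesicles low, QL9 vesicles with vehicle high · Detection – cytometric PE anti-B7-1 and Alexa647 anti-CD8 signals after 1% paraformaldehyde fixation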
KOR beta-arrestin-1 = KOR agonists, beta-arrestin recruitment, primary screen, cell-based, luminescence, uHTS (AID 1777); one-dose activation, % at 10 µM; EC50 in µM for titrated hits; 0.02% of 280,000 active; KOR beta-arrestin recruitment, luminescence; higher % means a stronger effect; in the data active means activation above about 50%, passing the limit was not always enough; further: a part of the inactive calls stands beside numbers as strong as those of hits
Salmonella PhoP GFP = PhoP-dependent GFP reporter repression – Salmonella Typhimurium, primary screen (AID 1863). 0.16% of 300,000 active. S. Typhimurium PhoP-regulated promoter GFP reporter, 4 h; higher % means a stronger effect. inhibition, % at 50 µM, or IC50 in µM where a hit was titrated;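 active means inhibition over 29.93%, a cutoff 3 SD above the screen mean, later confirmed by dose response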;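 further: 0% = low Mg2+ inducing control and 100% = high Mg2+ repressing control; strong numbers were not always called active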
GPR35 antagonists = GPR35 antagonists blocking zaprinast-driven arrestin recruitment, primary screen, imaging, U2OS, beta-arrestin-GFP, zaprinast agonist (AID 2058); U2OS GPR35 beta-arrestin-GFP translocation imaging, zaprinast antagonism; higher % means a stronger effect; one-dose inhibition, % at 10 µM; IC50 in µM for titrated hits; 0.052% of 290,000 active;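 active means inhibition of at least 50% with at least 30 cells and total cytoplasm GFP at most 10,000,000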
KOR beta-arrestin-2 = kappa opioid receptor blockers – cell-based, luminescence, uHTS (AID 1778). 0.091% of 290,000 active. KOR beta-arrestin recruitment, luminescence, antagonist mode; higher % means a stronger effect. one-dose inhibition, % at 10 µM; IC50 in µM for titrated hits; in the data active means inhibition above about 50%; further: strong numbers were not always called active
NTR1 ag = NTR1-driven beta-arrestin-GFP spot formation – imaging, U2OS cells, high content, primary screen (AID 493036); activation, % at 20 µM; P30989; agonist mode; 0.17% of 330,000 active;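 active means activation at or above 40% of the spot to cytoplasm intensity ratio, with at least 20 cells analyzed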;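 further: 0% = DMSO without peptide and 100% = 100 nM NTR1 peptide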
Target sequence (P30989 whole entry, looked up): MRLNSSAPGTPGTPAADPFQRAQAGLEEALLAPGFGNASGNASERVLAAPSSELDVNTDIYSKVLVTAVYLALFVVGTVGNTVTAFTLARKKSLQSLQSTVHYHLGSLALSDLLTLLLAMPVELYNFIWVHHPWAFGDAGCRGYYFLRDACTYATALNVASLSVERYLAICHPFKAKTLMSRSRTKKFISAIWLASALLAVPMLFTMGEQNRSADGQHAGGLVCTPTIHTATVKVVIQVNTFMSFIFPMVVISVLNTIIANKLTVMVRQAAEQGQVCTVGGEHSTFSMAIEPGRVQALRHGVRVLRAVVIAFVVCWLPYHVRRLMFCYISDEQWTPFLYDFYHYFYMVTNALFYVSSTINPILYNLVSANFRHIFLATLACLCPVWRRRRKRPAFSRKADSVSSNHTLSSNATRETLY
T cell HTS vesicle-bound % = further read-out of T cell HTS, marked with its call; double positive events, %; measured here: CD8+ vesicle-bound cell fraction;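 binding gate set so that unloaded-vesicle control wells show 10% double positive cells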
NTR1 ag cell count 20 µM = recorded beside NTR1 ag, whose call it bears; cell count; measured here: cell count, cytotoxicity flag
* hit, by the source's call; i = inactive; / = not tested or not shown; [ ] = another dose, or the depositor's remark.

entry	Compound	GPR55 beta-arrestin	West Nile virus CPE	GPR55 LPI antagonism	T cell HTS	T cell HTS vesicle-bound %	KOR beta-arrestin-1	Salmonella PhoP GFP	GPR35 antagonists	KOR beta-arrestin-2	NTR1 ag	NTR1 ag cell count 20 µM
1	CCn1c(SCC(=O)c2ccccc2)nnc1-c1cccnc1	-0.1%	0.5%	4%	i	61	/	-8%	17%	-24%[20 µM]	-1.5	78
2	CC(OC(=O)c1cc(-c2cccnc2)nc2ccccc12)C(=O)Nc1ccc2ccccc2c1 (stereo unspecified)	0.1%	-0.3%	10%	i	21	19%	-3%	9%	-86%	13	53
3	CS(=O)(=O)N1CCN(C(=O)c2cc(-c3cccnc3)nc3ccc(Br)cc23)CC1	-0.1%	2.0%	-3%	i	47	3.5%	8%	-12%	-25%	1.2	99
4	COc1ccc(C(=O)N=c2sc3ccccc3n2C)cc1	-0.3%	-0.2%	-12%	i	26	2.5%	1%	-1%	-31%	3.1	79
5	O=C(NCc1ccco1)C1CCCN1S(=O)(=O)c1ccccc1C(F)(F)F (stereo unspecified)	-0.1%	-0.3%	14%	i	30	-2.2%	-11%	17%	9%	1.2	55
6	CCOC(=O)c1ccccc1-c1csc(N)n1	-0.1%	0.4%	-5%	i	48	-3.3%	3%	2%	-12%[20 µM]	0.1	38
7	CCCCOc1ccc(C(=O)N2CCN(c3ncccn3)CC2)cc1	-0.2%	-0.4%	10%	i	6	-3.8%	8%	8%	-11%[20 µM]	0.5	62
8	Cc1ccc(N=Nc2c(N)n(-c3ccccc3)[nH]c2=O)cc1	-0.1%	-0.2%	5%	i	31	0.9%	3%	0%	8%	2.8	46
9	CCOC(=O)c1c(CC(C)C)csc1/N=C/C1=C(O)CCCC1=O	-0.1%	19%	10%	i	14	2.7%	-9%	-11%	-30%	-0.9	48
10	CCOC(=O)C1=C(C)NC(=O)NC1c1ccc(N2CCC(c3ccccc3)=N2)cc1 (stereo unspecified)	-0.3%	-0.2%	-4%	i	59	2.9%	-31%	1%	-19%	0.8	90
11	C/C(=N\NC(=O)c1cc(-c2ccc(C)s2)[nH]n1)c1ccncc1	-0.4%	1.1%	13%	i	30	-2.3%	1%	-7%	6%	1.1	64
12	O=C(COc1ncnc2ccccc12)NCc1ccco1	0.1%	-0.2%	-3%	i	59	0.4%	8%	3%	-30%	-0.1	54
13	Cc1onc(-c2c(F)cccc2Cl)c1C(=O)Nc1nnc(-c2ccccc2)s1	0.2%	-0.3%	-1%	i	36	1.7%	4%	7%	-1%	0.3	87
14	Cc1ccc(NC(=O)CSc2ccccc2NC(=O)c2ccccc2Cl)cc1Cl	0.2%	1.2%	12%	i	30	5.6%	1%	4%	-4%	6.6	70
15	CCOC(=O)Cc1nnc(NC(=O)C(CC)Sc2nncn2C)s1 (stereo unspecified)	0.4%	-0.2%	5%	i	41	-0.1%	9%	3%	-25%	-1.5	92
16	CC(=O)Nc1ccc(N(C(=O)CNC(=O)c2ccco2)C(C(=O)NCc2ccco2)c2ccccc2F)cc1 (stereo unspecified)	0.0%	0.2%	-3%	i	28	/	4%	8%	-21%[20 µM]	0.1	76
17	Cc1ccc(C)c(N2C(=O)CN=C2Nc2ccccc2Cl)c1	0.6%	-0.3%	8%	i	16	-1.6%	10%	8%	25%	-4.1	82
18	CN(CCc1ccccn1)C(=O)c1nn2c(C(F)(F)F)cc(-c3ccco3)nc2c1Cl	-0.3%	-0.3%	-12%	i	22	-10%	0%	3%	5%	-0.5	58
19	O=C(CN1C(=O)C2CCCCN2C(=O)c2ccccc21)N1CCCc2ccccc21 (stereo unspecified)	-0.3%	-0.4%	-2%	i	42	2.3%	-8%	-2%	-2%	-1.6	60
20	O=C(Cc1ccc(Cl)cc1)NCCN1CCCC1	0.2%	-0.2%	4%	i	35	-2.1%	3%	-9%	3%	-1.8	48
21	COc1cccc(NC(=O)CSc2nc3c(oc4ccccc43)c(=O)[nH]2)c1	-0.3%	-0.1%	13%	i	44	4.5%	-17%	/	-16%	4.1	47
22	O=C(C1CCN(c2ncnc3c2nc2n3CCCCC2)CC1)N1CCN(c2ccc(F)cc2)CC1	-0.2%	-0.2%	2%	i	8	4.4%	-2%	-11%	-26%	0.3	44
23	CCc1ccc(C2CC(c3ccc(F)cc3)Nc3nc(N)nn32)cc1 (stereo unspecified)	0.3%	-0.4%	-7%	i	67	-1.5%	8%	6%	-26%	1.2	57
24	COc1ccc(NC(=O)C2CC(=O)N(c3cccc(C)c3C)C2)cc1 (stereo unspecified)	-0.3%	0.6%	4%	i	16	-0.8%	-6%	16%	-11%	-2.8	80
25	COC(=O)c1cc(-c2ccc(OC)cc2)nc2nc(SC)[nH]c(=O)c12	-0.4%	0.2%	10%	i	20	1.1%	0%	8%	-12%	-0.6	47
26	COC(=O)c1c(NS(=O)(=O)c2ccccc2)csc1C	0.0%	-0.5%	7%	i	31	5.7%	3%	10%	9%	1.6	55
27	Nc1ncc(Br)cc1S(=O)(=O)N1CCCCCC1	0.3%	0.0%	5%	i	37	1.4%	-1%	6%	-28%	0.7	72
28	Cc1noc(C)c1S(=O)(=O)N1CCCC(C(=O)NCCc2ccccc2)C1 (stereo unspecified)	-0.2%	-0.8%	-14%	i	6	2.2%	5%	-10%	12%	-2.6	55
29	O=C(CSc1nnnn1C1CCCC1)NCc1ccc2c(c1)OCO2	0.2%	-0.6%	9%	i	42	-4.9%	15%	-4%	53%	-0.4	45
30	CCOC(=O)c1oc2ccccc2c1NC(=O)c1ccc2c(c1)OCO2	-0.1%	0.8%	20%	i	61	-0.3%	-7%	4%	-11%	5.1	63

Reformatted: entries from further up.
28: Cc1noc(C)c1S(=O)(=O)N1CCCC(C(=O)NCCc2ccccc2)C1 (stereo unspecified)
29: O=C(CSc1nnnn1C1CCCC1)NCc1ccc2c(c1)OCO2

assay / compound	28	29
GPR55 beta-arrestin	-0.2%	0.2%
West Nile virus CPE	-0.8%	-0.6%
GPR55 LPI antagonism	-14%	9%
T cell HTS	i	i
T cell HTS vesicle-bound %	6	42
KOR beta-arrestin-1	2.2%	-4.9%
Salmonella PhoP GFP	5%	15%
GPR35 antagonists	-10%	-4%
KOR beta-arrestin-2	12%	53%
NTR1 ag	-2.6	-0.4
NTR1 ag cell count 20 µM	55	45

Additional records:
entry	Compound	GPR55 beta-arrestin	West Nile virus CPE	GPR55 LPI antagonism	T cell HTS	T cell HTS vesicle-bound %	KOR beta-arrestin-1	Salmonella PhoP GFP	GPR35 antagonists	KOR beta-arrestin-2	NTR1 ag	NTR1 ag cell count 20 µM
31	CC(OC(=O)c1cccc(S(=O)(=O)N2CCCCC2)c1)C(=O)NC1CCCCC1C (stereo unspecified)	-0.1%	-0.1%	25%	i	38	-0.5%	1%	-4%	22%	2.3	53
32	O=C(O)CC/C(=N/NC(=O)c1cn(-c2ccccc2)nc1-c1ccccc1)C(=O)O	-0.3%	-1.0%	-4%	i	59	7.7%	-7%	10%	-26%	-0.4	94
33	C/C(=N\NC(=O)c1ccc(F)cc1)c1ccc(NC(=O)Cc2ccccc2)cc1	-0.2%	0.4%	8%	i	66	3.3%	2%	3%	-20%	-0.4	56
34	COc1ccc(Nc2nc(N)nc(CSC(=S)N3CCC(C)CC3)n2)cc1	-0.2%	-0.5%	-10%	i	39	3.4%	0%	0%	-1%	0.4	54
35	Cc1ccc(Cn2c(=N)c(C(=O)NCC3CCCO3)cc3c(=O)n4ccccc4nc32)cc1 (stereo unspecified)	-0.2%	-0.9%	14%	i	4	-0.1%	-4%	-7%	-6%	1.7	48
36	O=C1c2ccccc2CN1CCSC(=S)N1CCOCC1	0.4%	-0.9%	6%	i	2	0.1%	1%	-26%	-4%	-0.6	80
37	CCOC(=O)c1nnn(-c2nonc2N)c1CSc1nnc(N)s1	-0.4%	0.8%	6%	i	37	2.5%	-6%	-30%	-21%	0.8	49
38	Cc1ccccc1OCC(=O)N/N=C/c1cccn1C	0.4%	0.5%	16%	i	55	-1.0%	-13%	-8%	0%	-4.9	96
39	CCOC(=O)C1=C(C)Nc2ncnn2C1c1cc(Br)ccc1F (stereo unspecified)	-0.1%	0.0%	9%	i	8	3.6%	20%	7%	14%	1.6	49
40	O=[N+]([O-])c1cc(S(=O)(=O)N2CCCC2)ccc1N/N=C/c1ccccn1	-0.3%	0.9%	10%	i	24	2.9%	-4%	-17%	-15%	0.8	50
41	Cc1ccc(NS(=O)(=O)c2cc(Br)cnc2N)c(Cl)c1	-0.1%	0.1%	-1%	i	32	0.9%	15%	17%	-16%	0.6	68
42	O=C(Cn1nc(-c2ccccc2)c2ccccc2c1=O)Nc1ccc(O)cc1	-1.0%	1.2%	0%	i	31	1.3%	-1%	8%	8%	3.7	42
43	O=C(NC1CCCCCC1)C1c2ccccc2C(=O)N1Cc1cccs1 (stereo unspecified)	0.1%	-1.2%	4%	i	43	5.0%	5%	-6%	-20%	-0.8	44
44	Cc1cc(OCC(=O)Nc2ccncc2)ccc1[N+](=O)[O-]	-0.1%	-0.2%	-15%	i	41	1.0%	-1%	9%	-26%	4.5	51
45	COc1ccc(CC2(CO)CCN(C(C)COc3ccccc3)CC2)cc1 (stereo unspecified)	-0.1%	-0.8%	0%	i	40	/	-5%	15%	11%[20 µM]	-1.1	47
46	CC(C)NS(=O)(=O)c1ccc(OCC(=O)N2CCN(c3ccccc3)CC2)cc1	0.1%	-1.0%	-11%	i	66	-4.6%	6%	-6%	-17%[20 µM]	0.9	44
47	CCOC(=O)N1CCN(C(=O)CCn2c(=S)[nH]c3cc(OCC)c(OCC)cc3c2=O)CC1	0.0%	/	3%	i	59	-3.8%	4%	-1%	28%	-0.3	60
48	Cc1ccccc1Nc1nc(N)nc(COC(=O)/C=C/c2ccco2)n1	0.2%	-0.3%	-3%	i	21	-4.1%	-10%	-3%	13%	0.2	34

Bioassay records deposited in PubChem BioAssay by several laboratories.
